MKP-1 inh – blocks human MKP-1 phosphatase activity. AID 374. 65,000 tested, 0.15% active. recombinant MKP-1, OMFP hydrolysis fluorescence. inhibition, %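 (compounds tested at a single concentration somewhere between 10 and 100 µM)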;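 active means inhibition above about 50%, limit read from the data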;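 further: 0% = DMSO max control wells and 100% = wells with enzyme stopped by NaOH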
PKA kinase inh – inhibitors of human protein kinase A | P17612 | PKA Kemptide phosphorylation, Kinase-Glo ATP luminescence | inhibition, % at 6 µM | 65,000 tested, 0.1% active;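 active means inhibition above the screen-wide mean inhibition plus 3 SD, cut at about 21% in these data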; further: many of its hits are not listed in these tables
ROCK2 inh – blocks human Rho kinase 2 activity | O75116 | purified ROCK2, Kinase-Glo ATP depletion luminescence | inhibition, % at 6 µM | 60,000 tested, 0.35% active | AID 604;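 active means inhibition above the screen-wide mean inhibition plus 3 SD, cut at about 18% in these data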;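 further: plate controls were DMSO wells for no effect and Y-27632 control wells after no-enzyme background subtraction for full effect; many of its hits are not listed in these tables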
Target sequence (O75116 whole entry, looked up): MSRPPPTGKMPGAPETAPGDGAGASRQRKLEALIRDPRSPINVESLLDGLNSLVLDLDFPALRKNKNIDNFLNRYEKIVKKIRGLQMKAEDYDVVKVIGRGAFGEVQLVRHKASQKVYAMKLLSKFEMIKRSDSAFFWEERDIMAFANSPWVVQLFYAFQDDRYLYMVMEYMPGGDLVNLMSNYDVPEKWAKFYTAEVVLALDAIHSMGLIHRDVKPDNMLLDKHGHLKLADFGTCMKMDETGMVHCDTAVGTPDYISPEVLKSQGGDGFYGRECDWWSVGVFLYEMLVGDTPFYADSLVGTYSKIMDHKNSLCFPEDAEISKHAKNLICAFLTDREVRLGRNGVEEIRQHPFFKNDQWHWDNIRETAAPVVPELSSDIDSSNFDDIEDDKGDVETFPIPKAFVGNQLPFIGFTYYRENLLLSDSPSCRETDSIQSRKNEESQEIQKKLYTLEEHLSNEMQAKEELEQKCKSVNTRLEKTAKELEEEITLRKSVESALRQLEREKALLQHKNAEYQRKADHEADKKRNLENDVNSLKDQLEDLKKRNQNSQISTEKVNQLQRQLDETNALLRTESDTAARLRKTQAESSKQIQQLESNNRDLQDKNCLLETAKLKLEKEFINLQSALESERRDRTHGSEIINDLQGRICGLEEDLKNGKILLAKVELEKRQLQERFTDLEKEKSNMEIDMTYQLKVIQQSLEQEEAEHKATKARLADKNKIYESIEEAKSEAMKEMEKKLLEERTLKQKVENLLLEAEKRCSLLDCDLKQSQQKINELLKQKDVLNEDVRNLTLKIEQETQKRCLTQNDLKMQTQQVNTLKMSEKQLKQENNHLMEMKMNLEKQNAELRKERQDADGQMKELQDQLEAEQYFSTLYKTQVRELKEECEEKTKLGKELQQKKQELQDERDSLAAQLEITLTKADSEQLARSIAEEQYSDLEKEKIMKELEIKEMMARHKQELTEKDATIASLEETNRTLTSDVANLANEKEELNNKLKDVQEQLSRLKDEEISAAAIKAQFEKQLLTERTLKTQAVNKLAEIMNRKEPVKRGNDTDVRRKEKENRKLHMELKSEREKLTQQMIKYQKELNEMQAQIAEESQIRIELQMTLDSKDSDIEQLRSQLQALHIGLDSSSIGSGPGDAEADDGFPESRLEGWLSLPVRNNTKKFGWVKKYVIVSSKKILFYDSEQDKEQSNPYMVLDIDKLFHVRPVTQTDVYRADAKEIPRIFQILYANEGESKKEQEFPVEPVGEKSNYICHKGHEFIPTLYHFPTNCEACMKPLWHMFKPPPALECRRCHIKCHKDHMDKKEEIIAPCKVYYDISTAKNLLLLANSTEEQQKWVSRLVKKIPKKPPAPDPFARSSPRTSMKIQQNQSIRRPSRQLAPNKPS
Hsp90 block – displaces geldanamycin probe from tumor Hsp90. P07900. NCI-N417 lysate Hsp90, Cy3B-geldanamycin FP displacement. inhibition, % at 30 µM. 64,000 tested, 0.35% active;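 active means inhibition above 50%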;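 further: 0% = tracer plus lysate wells and 100% = tracer alone without lysate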
Her2 expr inh – lowers expression of human Her2 kinase; P04626; SKBR-3 HER2 protein level, AlphaScreen, 18-24 h; stronger effect = lower value; HER2 level % of control, % at 10 µM; 65,000 tested, 0.69% active; AID 645;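 active means HER2 level under 5% of the carrier-only control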;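 further: 100% = DMSO carrier and 0% = 500 nM PU-H71 HSP90 inhibitor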
JNK3 inh – JNK3 (human) kinase inhibition | P53779 | purified JNK3 kinase activity, HTS | inhibition, % at 8 µM | 60,000 tested, 0.61% active; in the data active means inhibition above about 17%;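 further: 0% = DMSO and 100% = reference inhibitor; many of its hits are not listed in these tables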
A340 absorber – compounds absorbing at 340 nm; compound absorbance at 340 nm, fold over control; fold change at 10 µM; 65,000 tested, under 10 active; AID 708;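 active means at 10 µM dose, initial 340 nm absorbance at least 2 fold that of control wells; inactive means change under 2 fold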;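 further: initial absorbance extrapolated from kinetic A340 decline of NADH oxidation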
Cdc25B inh – inhibitors of human Cdc25B phosphatase | inhibition, %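 (compounds tested at 10 µM final in the well)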 | P30305 | AID 368 | recombinant Cdc25B, OMFP fluorescence Ex485/Em525 | 65,000 tested, 0.1% active; in the data active means inhibition above about 50%
Autofluor 339 – intrinsic fluorescence of library compounds, ex339/em460 – biochemical, MLSMR library, data from DPM-DC assay, artefact control, profiling panel | compound autofluorescence, ex339/em460 nm, NADH buffer; stronger effect = higher value; 1 = no-compound wells, NADH background | fluorescence fold increase at 10 µM | 65,000 tested, 5.5% active;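 active means at 10 µM, mean starting fluorescence two-fold or more over control wells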;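 further: signal is the first read of a kinetic run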
Starred values were filed as active, the others as inactive; · = not tested or not shown. This is a subset. The share of hits here may be higher or lower than overall.

Each structure is followed by: MKP-1 inh, PKA kinase inh, ROCK2 inh, Hsp90 block, Her2 expr inh, JNK3 inh, A340 absorber, Cdc25B inh, Autofluor 339
> COc1ccc(-c2noc(C3CCCN(C(=O)c4cccs4)C3)n2)cc1 (stereo not drawn)
→ -14, 7, 4, -2, 112, 1, 0.97, -10, 1.1
> CCOC(=O)CSc1nc2c(c(=O)[nH]c(=O)n2C)n1CCCc1ccccc1
→ 26, 3, 0, 3, 100, 4, 1, 0, 1.1
> COc1ccc(CN2CCCCC2C(=O)Nc2ccc(OC)c(OC)c2)cc1OC (stereo not drawn)
→ 12, 13, 4, -4, 114, -3, 1, -13, 0.95
> O=C(Cc1cn2ccsc2n1)Nc1cccc2cnccc12
→ -1, 17, 5, -1, 103, 11, 1, 1, 1.1
> COc1ccc(OC)c(NC(=O)CSc2nc3ccccc3c(=O)n2CCNC(C)=O)c1
→ 19, 9, 7, -3, 93, -2, 1, -10, 1
> COc1ccc(NC(=O)CN2CCC(C(N)=O)CC2)cc1
→ 10, 12, 8, -6, 135, 4, 1, -12, 1.2
> COc1ccccc1CNc1nc2nc(C)cc(=O)n2[nH]1
→ -12, -1, 0, -4, 93, -12, 1, -6, 1.1
> O=C(Nc1cccc(F)c1)c1ccc2c(c1)OCO2
→ 2, 8, 4, 2, 96, 2, 1, -9, 1.1
> c1ccc(-c2nnc(CSc3nc4ccccc4[nH]3)o2)cc1
→ 14, -3, -2, 0, 93, -5, 1.1, -2, 1.1
> CCOC(=O)c1c(NC(=O)c2ccco2)sc2c1CCCC2
→ 13, -5, 5, -5, 21, 2, 1.1, 5, 2.1*
> CCN(c1ccccc1)S(=O)(=O)c1ccc(Oc2ccc(-n3ccnc3)cc2)nc1
→ 24, 1, -3, 1, 77, -7, 1.1, 1, 1.1
> COc1ccc(N(C)S(=O)(=O)c2ccc3c(c2)CCC(=O)N3)cc1
→ 4, 4, 6, -3, 87, -1, 0.99, -5, 1.1
> CC1=C(C(=O)Nc2ccccc2)C(c2ccc(C)o2)n2ncnc2N1 (stereo not drawn)
→ -4, 4, 9, -4, 75, 6, 0.99, 2, 1.1
> COCCNC(=O)CSc1nc2cc(OC)c(OC)cc2c(=O)n1Cc1ccc(OC)cc1
→ 6, 7, ·, -2, 97, ·, 0.99, -9, 1
> O=C(Cc1nc2ccccc2s1)c1ccc(O)cc1O
→ -3, 8, 1, 2, 100, -3, 1.1, 9, 1.1
> c1ccc2c(c1)nc(CN1CCOCC1)n1c3ccccc3nc21
→ 10, -2, 2, 2, 76, 8, 1, 13, 1.3
> CC(=O)Nc1cccc(NC(=O)c2c(-c3ccccc3Cl)noc2C)c1
→ 9, 2, 3, 4, -19*, -3, 1, 6, 1
> Cc1cc2cc(C)c3nnc(SCC(=O)NCc4ccco4)n3c2cc1C
→ 32, 5, 0, 1, 108, 1, 1, 5, 1.2
> Cc1cc2cc(CNC(=O)c3cccs3)ccc2n1C
→ -6, 1, 0, 17, 97, -3, 1, 1, 1.2
> Cc1cc(NC(=O)CSc2ccccc2)no1
→ 6, 6, 0, -7, 99, 0, 1.1, -10, 1.1
> CCC(=O)Nc1ccc(NC(=O)c2cc3ccccc3o2)cc1
→ 6, 1, 2, -2, 130, 9, 1.1, -4, 1.1
> COc1ccccc1CC(=O)NCCc1ccc(S(N)(=O)=O)cc1
→ -2, 4, 2, -1, 131, 2, 1, -2, 1.1
> CCOc1ccc2[nH]c(=O)c(C(c3nnnn3CCOC)N3CCOCC3)cc2c1 (stereo not drawn)
→ 14, 13, 5, -1, 106, 2, 1.1, -10, 5*
> CCOC(=O)COc1ccc(S(=O)(=O)NCc2ccco2)cc1
→ 1, 0, 3, -22, 121, -2, 1.1, -2, 1.1
> CN1C(=O)C2CN(CCc3ccccc3)CNC2N(C)C1=O (stereo not drawn)
→ -2, 2, 4, -2, 102, 4, 1, -1, 1.1
> O=C(CCn1c(=O)oc2ccccc21)N1CCc2ccccc21
→ 4, 6, 6, -2, 89, -6, 1, -11, 1.1
> O=C(O)CC1SC(=Nc2cccc(C(F)(F)F)c2)NC1=O (stereo not drawn)
→ -10, -5, -3, 1, 142, 0, 0.99, 18, 1.1
> CCCCCC1CC(CC(=O)O)C(=O)O1 (stereo not drawn)
→ -10, 10, 2, -2, 85, 5, 0.99, -7, 1.1
> Cc1cc(C)cc(N2C(=O)CC(n3ccnc3)C2=O)c1 (stereo not drawn)
→ 4, 6, -1, -3, 93, -12, 1.1, -1, 1
> Cc1c(C(=O)OCC(=O)N2CC(C)OC(C)C2)oc2ccc(Br)cc12 (stereo not drawn)
→ 20, 3, 3, -3, 91, 3, 1, -6, 1

A stretch from further up:
Each structure is followed by: MKP-1 inh, PKA kinase inh, ROCK2 inh, Hsp90 block, Her2 expr inh, JNK3 inh, A340 absorber, Cdc25B inh, Autofluor 339
> Cc1cc(C)cc(N2C(=O)CC(n3ccnc3)C2=O)c1 (stereo not drawn)
→ 4, 6, -1, -3, 93, -12, 1.1, -1, 1
> Cc1c(C(=O)OCC(=O)N2CC(C)OC(C)C2)oc2ccc(Br)cc12 (stereo not drawn)
→ 20, 3, 3, -3, 91, 3, 1, -6, 1

Continuation.
Each structure is followed by: MKP-1 inh, PKA kinase inh, ROCK2 inh, Hsp90 block, Her2 expr inh, JNK3 inh, A340 absorber, Cdc25B inh, Autofluor 339
> N#CC1=C(N)N(c2ccccc2)C2=C(C(=O)CCC2)C1c1ccsc1 (stereo not drawn)
→ -5, 6, 6, -2, 60, -5, 1, -4, 1.1
> COC(=O)c1nonc1NCn1nnc2ccccc21
→ -21, -3, 3, -3, 65, 2, 0.98, -7, 1.1
> CC(=O)C1=C(C)OC(N)=C(C#N)C1c1ccncc1 (stereo not drawn)
→ 7, 1, 3, -4, 94, 0, 1, 2, 1.1
> Cc1cccc(NS(=O)(=O)c2cc(C(=O)OCC(=O)Nc3cc(C)on3)ccc2C)c1
→ 1, -6, ·, -3, 104, ·, 1, 0, 1
> COC(=O)c1ccccc1NC(=O)CC#N
→ -9, 6, 0, -4, 113, 0, 1.1, 13, 1.1
> Cc1oc(-c2ccc(Cl)cc2)nc1CN1CCCC(C(=O)NCCCN2CCCC2=O)C1 (stereo not drawn)
→ 16, -4, -4, 1, 101, -13, 1.1, -13, 1.1
> COc1cccc(C(=O)Nc2ccc(NC(=O)C3CC3)cn2)c1
→ -3, -5, -3, 5, 108, -6, 0.98, -12, 1.1
> CCCCOc1ccc(NC2=NC3(CCCCC3)N=C(N)N2)cc1
→ -3, 5, -8, -6, 59, 4, 1, -3, 1.1
> CCOc1ccc(C2C(C(=O)c3ccco3)=C(O)C(=O)N2Cc2cccnc2)cc1 (stereo not drawn)
→ 0, 0, 4, 1, 100, 7, 1.2, -10, 1.1
> CCCCCCC(=O)c1c(C)[nH]c(C(=O)OCC)c1C
→ 1, 6, 7, 1, 108, 3, 1, -11, 1
> C=CCc1c(C)nc(SC)nc1Nc1ccc(C(C)=O)cc1
→ 9, -4, 1, -2, 83, 6, 1.1, -1, 1.1
> COc1cccc(C(=O)Nc2cc(NC(=O)c3ccco3)ccc2OC)c1
→ 6, 0, ·, -1, 105, ·, 1, -29, 1
> CCOC(=O)CSc1nnc(CNc2nc(-c3ccccc3)cs2)n1C
→ -27, 9, 5, -2, 84, -2, 0.98, -28, 1.1
> COc1ccc2nc(NC3=NCN(CC4CCCO4)CN3)nc(C)c2c1 (stereo not drawn)
→ -1, 9, -2, -4, 86, 1, 1, 1, 1.7
> COCCCNC(=O)C1CCN(C(=O)c2cc3sccc3n2Cc2ccc(F)cc2)CC1
→ 33, -4, -3, 0, 69, -3, 0.99, -6, 1.1

Four entries from above, sorted by the number in JNK3 inh, largest number first.
mol	MKP-1 inh	PKA kinase inh	ROCK2 inh	Her2 expr inh	JNK3 inh	A340 absorber	Cdc25B inh	Autofluor 339
c1ccc2c(c1)nc(CN1CCOCC1)n1c3ccccc3nc21	10	-2	2	76	8	1	13	1.3
Cc1cc2cc(C)c3nnc(SCC(=O)NCc4ccco4)n3c2cc1C	32	5	0	108	1	1	5	1.2
c1ccc(-c2nnc(CSc3nc4ccccc4[nH]3)o2)cc1	14	-3	-2	93	-5	1.1	-2	1.1
Cc1cc(C)cc(N2C(=O)CC(n3ccnc3)C2=O)c1 (stereo not drawn)	4	6	-1	93	-12	1.1	-1	1

Next part.
Each structure is followed by: MKP-1 inh, PKA kinase inh, ROCK2 inh, Hsp90 block, Her2 expr inh, JNK3 inh, A340 absorber, Cdc25B inh, Autofluor 339
> Cc1ccc2[nH]c(=O)c(C(c3nnnn3CC3CCCO3)N3CCOCC3)cc2c1 (stereo not drawn)
→ 0, 4, 0, -5, 107, 0, 1.1, 2, 1.6
> COC(=O)CN(c1cc(OC)ccc1OC)S(=O)(=O)c1ccc(OC)c(OC)c1
→ -36, -3, 4, -1, 128, 1, 1, -5, 1.1
> CCc1ccc(-c2nc(CS(=O)CC(=O)NCc3cccnc3)c(C)o2)cc1 (stereo not drawn)
→ 8, -3, -3, -3, 92, -3, 1, 17, 1.2
> CCOc1cc(C2c3c(n[nH]c3C)C(=O)N2c2ccc(C)cc2)ccc1O (stereo not drawn)
→ 27, 0, 6, -9, 89, -2, 1, 1, 1.1
> Cn1c(=O)c2c(nc(SCC(=O)Nc3ccccc3)n2C)n(C)c1=O
→ -12, -6, 2, -5, 98, -6, 1, -8, 1.1
> CCn1c(C)c(C(C)=O)c(NCc2ccccc2)nc1=S
→ 9, 7, 3, -6, 100, 1, 1.1, -10, 1.1
> CCOC(=O)NC(Nc1cc(C)on1)(C(F)(F)F)C(F)(F)F
→ -36, 6, 8, -1, 106, -11, 1, -23, 1.1
> O=C(O)c1ccc(S(=O)(=O)NC2CCCc3ccccc32)cc1 (stereo not drawn)
→ -3, -2, -4, 0, 91, -9, 1, -2, 1.1
> COc1ccc(NC(=O)CCOc2ccccc2)c(OC)c1
→ 3, 1, -1, 0, 92, -6, 1, -12, 1.1
> c1cnc(N2CC[N+]3(CCCC3)CC2)nc1
→ -14, 8, -1, -6, 107, -3, 1, -2, 1.2
> O=c1[nH]c(CN2CCCCC2)nc2c1C1(CCCC1)Cc1ccccc1-2
→ -38, 3, -11, -3, 65, 0, 1, 5, 1.1
> COc1ccc(-c2nnc3ccc(SC(C(C)=O)C(C)=O)nn23)cc1OC
→ -7, 2, 3, -2, 102, -6, 1, -3, 0.98
> O=C(C1CCCN(Cc2ccccc2Br)C1)N1CCCCC1 (stereo not drawn)
→ -9, -3, -3, 1, 93, -4, 1, -7, 1.1
> O=S(=O)(Cc1ccccc1)N1CCCC(c2nc(-c3ccc(F)cc3)no2)C1 (stereo not drawn)
→ 8, 6, 2, 0, 86, 6, 0.99, 1, 1.1
> O=C1c2ccccc2NC(c2ccco2)N1O (stereo not drawn)
→ 2, 8, 4, -4, 91, 6, 0.99, -4, 1.1
> Cc1ccc2c(c1)[nH]c1c(=O)n(CCN3CCNCC3)cnc12
→ -8, -4, -4, -1, 56, -8, 1.1, 1, 1.2
> Cc1[nH]nc2c1C(C1CC=CCC1)C(C#N)=C(N)O2 (stereo not drawn)
→ 0, 13, 4, -2, -10*, 0, 0.98, -6, 1
> COc1ccc(C(C)=O)c(Oc2nc(CN3CCOCC3)nc3scc(-c4cccs4)c23)c1
→ 36, 0, 3, -5, 89, 1, 1, -1, 1.1
> CCc1ccc(-c2cn3nc(C)c(C)nc3n2)cc1
→ -9, -15, -12, -8, 87, -2, 1.1, 2, 2.3*
> CCOC(=O)c1c(C)oc2cc(Br)c(OC(C)C(=O)OCC)cc12 (stereo not drawn)
→ 9, -4, -4, -5, 85, 1, 1, -4, 1.1
